FEN1 inh: blocks human flap endonuclease 1 | Potency, µM (highest dose often 114 µM), without a hit: top-dose activity change, negative = inhibition, most hits filed as inhibitors | AID 588795 | 390,000 compounds, 0.35% hits | Recombinant FEN1 flap cleavage, fluorescence, 15 min; note: nearly all actives have a fitted effect of over 65% in size
Target sequence (P39748 whole entry, looked up): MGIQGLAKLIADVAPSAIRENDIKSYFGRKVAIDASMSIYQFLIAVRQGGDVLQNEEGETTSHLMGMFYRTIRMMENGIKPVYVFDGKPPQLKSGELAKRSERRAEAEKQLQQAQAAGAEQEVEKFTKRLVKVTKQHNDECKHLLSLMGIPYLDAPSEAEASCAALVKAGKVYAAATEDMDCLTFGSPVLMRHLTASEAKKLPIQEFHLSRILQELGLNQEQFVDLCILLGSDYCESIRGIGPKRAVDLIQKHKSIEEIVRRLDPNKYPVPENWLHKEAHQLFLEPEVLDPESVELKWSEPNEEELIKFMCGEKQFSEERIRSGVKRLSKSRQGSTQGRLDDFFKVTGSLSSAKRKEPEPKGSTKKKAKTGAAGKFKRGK
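Quantitative HTS format: each compound was titrated, incubated with 10 nM nuclease for 15 min at room temperature, then challenged with flap substrate at 50 nM final. Signal change over 15 min gave concentration–effect curves.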
N370S GC mod: N370S glucocerebrosidase modulation, Gaucher chaperone candidate; AID 2101; N370S GC spleen homogenate, 4MU-glucoside fluorescence; Potency, µM (titrated, usually from 59.4 µM), for the others: top-dose activity change, negative = inhibition, actives largely listed as inhibitors; 330,000 compounds, 0.092% hits;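 note: 0% = full enzyme activity and -100% = no enzyme basal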
TDP1 inh: TDP1 (human) enzyme inhibition; Q9NUW8; recombinant TDP1, AlphaScreen DNA substrate cleavage; Potency, µM (series often up to 130 µM), for inactives: top-dose activity change, negative = inhibition, usual class: inhibitors; 350,000 compounds, 0.28% hits; note: nearly all actives have a fitted effect of over 40% in size
Target sequence (Q9NUW8 whole entry, looked up): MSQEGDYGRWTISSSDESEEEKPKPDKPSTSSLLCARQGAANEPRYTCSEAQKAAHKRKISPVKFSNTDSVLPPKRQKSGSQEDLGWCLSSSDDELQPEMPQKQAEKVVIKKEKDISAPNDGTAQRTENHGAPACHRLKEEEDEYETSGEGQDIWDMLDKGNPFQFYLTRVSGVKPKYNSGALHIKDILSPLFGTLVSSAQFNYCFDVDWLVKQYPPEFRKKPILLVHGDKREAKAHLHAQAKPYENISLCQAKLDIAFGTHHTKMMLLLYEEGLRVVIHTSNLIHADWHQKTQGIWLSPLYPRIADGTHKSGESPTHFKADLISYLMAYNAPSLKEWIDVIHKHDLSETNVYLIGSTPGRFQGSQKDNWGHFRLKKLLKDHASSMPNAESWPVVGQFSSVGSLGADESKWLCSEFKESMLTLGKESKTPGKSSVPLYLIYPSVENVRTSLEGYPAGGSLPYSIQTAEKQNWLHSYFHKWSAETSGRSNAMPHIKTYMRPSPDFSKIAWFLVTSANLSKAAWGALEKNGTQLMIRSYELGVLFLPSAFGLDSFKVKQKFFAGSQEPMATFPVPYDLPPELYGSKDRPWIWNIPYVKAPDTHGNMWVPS
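Compounds were preincubated with Tdp1 (1 nM final) for 15 min at room temperature before substrate (15 nM final) started a 5 min reaction; beads (10 ug/ml final) were then added for 10 min before AlphaScreen detection.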
Starred values were filed as active, the others as inactive; ? = inconclusive; . = no result given; [ ] = remark or other dose. Calls come from the whole dose curve; as a rule, active = well fitted curve in the direction sought with a large enough effect; inconclusive = small, poorly fitted or top-dose-only effect, or another doubt; inactive = no such curve, though single readings can be large; an effect the other way counts as inactive or inconclusive. Unless noted, % is set by controls: 0 for no effect and ±100 for the full control effect; potency is the fitted concentration of half-maximal effect.

FEN1 inh	TDP1 inh	compound	N370S GC mod
6.2%	0.0%	Cc1ccccc1-n1c(=O)n(Cc2ccccc2)c(=O)c2[nH]cnc21	-3.6%
4.1%	0.0%	CCN(C(=O)CSc1nnc(NCc2ccccc2)s1)C1CCS(=O)(=O)C1 (stereo not given)	-2.5%
5.8%	0.0%	N#Cc1ccc(C(c2nnnn2Cc2ccccc2)N2CCCC2)cc1 (stereo not given)	2.7%
-0.6%	.	COc1cccc(OC)c1C(=O)N1CCN(Cc2ccc3c(c2)OCO3)CC1	3.1%
-1.9%	.	CCC1S/C(=N/N=C/c2ccco2)N(Cc2ccc(F)cc2)C1=O (stereo not given)	2.9%
5.6%	5.2%	O=C(Nc1ccc2c(c1)OCO2)c1ccc(CN2CCOCC2)cc1	-1.0%
2.2%	4.3%	CC(C)CCN(C)c1ccc(/C=N/n2cnnc2)cc1	-4.2%
0.4%	1.5%	CCOc1cc(/C=N/NC(=O)CN2CCCCC2)ccc1O	-11.1%
13.9%	1.1%	O=C(NCc1ccccc1)C(c1ccco1)N(C(=O)c1csnn1)C1CC1 (stereo not given)	-5.0%
7.8%	10.3%	O=C(N/N=C/c1cc([N+](=O)[O-])ccc1O)C1CCCCC1	-10.6%
-4.2%	6.4%	CCO[C@H]1OC(C(=O)N2CCCCCCC2)=C[C@@H](C)[C@@H]1CCCO	7.4%
14.6%	0.0%	O=C(CSc1nc2ccccc2nc1Cc1ccc(Cl)cc1)N1CCN(c2ccccc2)CC1	.
9.3%	2.5%	Cc1cc(-n2c(C)cc(C(=O)CSc3nncn3C)c2C)no1	.
-10.3%	6.8%	O=C1CC(Sc2nnc(-c3ccccc3)o2)C(=O)N1c1ccccc1 (stereo not given)	-1.9%
-19.3%	2.5%	COCCn1c(SCc2nc(N)nc(Nc3ccccc3C)n2)nc2ccccc2c1=O	10.5%
2.1%	0.5%	Cc1cc(F)ccc1S(=O)(=O)N(CC(=O)N1CCOCC1)CC(=O)N1CCOCC1	.
-19.6%	.	CCCCN(C)C(=O)c1cc2c(Cl)nc3ccccc3c2s1	0.8%
?	0.0%	CCN(CC)CCNC(=O)c1ccc(NC(=O)/C=C/c2cc(OC)c(OC)c(OC)c2)cc1	-14.7%
-5.9%	.	NS(=O)(=O)c1ccc(NC(=O)CCCCC(=O)Nc2ccc(S(N)(=O)=O)cc2)cc1	-11.3%
10.7%	.	CSCC[C@H](NC(=O)Cc1c(C)c2cc3c4c(oc3cc2oc1=O)CCCC4)C(=O)O	-8.7%
6.1%	-0.1%	Cc1ccc(S(C)(=O)=O)cc1C(=O)OCC(=O)N(Cc1ccccc1)Cc1ccccc1	.
1.8%	4.0%	Cc1nnc(SCC(=O)Nc2nsc(-c3ccc(Cl)cc3)n2)s1	10.3%
.	18.9%	COC(=O)[C@@]1(Cc2ccc(OC)cc2)[C@H]2c3cc(C(=O)N(C)C)n(Cc4ccccn4)c3C[C@H]2CN1C(=O)c1ccccc1	2.7%
-1.6%	-2.5%	CC(O)CNc1cnccn1 (stereo not given)	1.9%
-3.5%	0.3%	Cc1ccc2nc(-c3ccncc3)cc(C(=O)NCc3ccccc3F)c2c1	-1.4%
29.5%	6.5%[56.1 µM]	CCOn1c(=O)c(C)[n+]([O-])c2ccccc21	0.0%
1.7%	-3.8%	Cc1ccc(S(=O)(=O)NCCC(=O)NC2CCCCCC2)cc1	1.5%
2.8%	4.3%	O=C(NC(C(=O)O)c1ccccc1)c1ccc(S(=O)(=O)N2CCOCC2)cc1 (stereo not given)	2.4%
5.0%	0.0%	O=C(CCC(=O)N1CCOCC1)c1ccc(F)cc1	-1.7%
3.1%	9.8%	COc1ccccc1Nc1nc(N)nc(CN2CCN(Cc3ccc4c(c3)OCO4)CC2)n1	-7.9%
-1.1%	5.5%	C/C(=N\NC(=O)Nc1ccccc1)c1ccc2ccccc2c1	22.5%
.	7.2%	O=C(Cn1c(COc2ccccc2)nc2ccccc21)Nc1cc(Cl)c(Cl)cc1Cl	4.8%
-7.7%	.	CC(=O)Oc1cccc(N2C(=O)C3C4C=CC(CC4)C3C2=O)c1 (stereo not given)	5.3%
-2.3%	0.1%	CCN(c1ccccc1)S(=O)(=O)c1ccc(C(=O)NC2CCN(Cc3ccccc3)CC2)cc1	.
1.9%	3.8%	NC(=O)CN1CCN(c2cccc(Cl)c2)CC1	-2.0%
7.8%	4.0%	COc1ccc(C(=O)NCCN2CCN(C(=O)c3ccc(OC)cc3)CC2)cc1	-13.0%
-19.4%	7.1%	Cc1ccc2nc(C3CCN(S(=O)(=O)c4ccc5ccccc5c4)CC3)[nH]c2c1	-43.9%
-3.1%	1.1%	COc1ccc(C(=O)CSc2nnc(CN3CCCCC3)n2-c2ccc(F)cc2)cc1OC	-4.1%
-11.5%	-0.3%	CCOc1ccc(OCCCC(=O)Nc2cc(Cl)ccc2-n2cncn2)cc1	.
-33.6%	.	CCCc1[nH]c2ccc(C#N)cc2c1CCC	-9.5%
20.7%	0.0%	Cc1cccc(NC(=O)C(=O)NCC(c2ccc3c(c2)OCO3)N2CCN(C)CC2)c1C (stereo not given)	.
-3.6%	4.1%	O=C(c1ccc(OC2CCN(CCc3ccccc3)CC2)cc1)N1CCC(CO)CC1	-1.1%
11.2%	3.8%	O=C(NC1CC1)C1=C[C@H](c2ccc3c(c2)OCO3)C[C@H](OCc2ccc(CO)cc2)O1	0.4%
10.2%	2.6%	Cc1ccccc1OCCCCn1c(CO)nc2ccccc21	2.2%
7.1%	2.0%	Cc1nc2c(-c3ccccc3)c(C)nn2c(C)c1CC(=O)O	-13.1%
1.5%	7.1%	CC(=O)c1ccc(N2C(=O)C3C(C2=O)C(C(=O)c2ccc(Cl)cc2)N2CCCC32)cc1 (stereo not given)	-3.9%
-9.3%	2.4%	O=c1c2oc3nc4c(cc3c2ncn1CCCc1ccccc1)CCCC4	19.5%
6.8%	-2.8%	CCSC1=NC(C)(C)C=C(C)N1	12.9%
12.4%	5.0%	Cc1ccc(C)c(NC(=O)CN(C)C(=O)/C=C/c2ccco2)c1	-3.2%
-1.5%	-2.1%	CC(/C=N/NC(=O)COc1ccccc1C)=N\NC(=O)COc1ccccc1C	1.3%
-3.0%	-5.6%	O=S(=O)(c1ccc(Cl)cc1)N1CCCC1c1nc(-c2cccc(Cl)c2)no1 (stereo not given)	5.1%
-1.6%	2.7%	COC(=O)c1ccc(C(=O)NCCCCO)cc1	3.9%
-13.0%	4.9%	CCCCCCn1c(=O)c(C(=O)N/N=C/c2cccc(F)c2)c(O)c2ccccc21	3.8%
18.8%	-9.3%	O=C(Nc1ccc(N2CCN(c3ccc(F)cc3)CC2)c(C(=O)O)c1)c1ccccc1F	.
-1.1%	5.8%	CC(=O)Nc1nnc(SCc2ccc(F)cc2)s1	9.8%
18.2%	-6.7%	COc1ccc(CNC(=O)c2cc(SC)ccc2Cl)cc1OC	-2.0%
-5.4%	1.2%	CN(C)/C=C(\C#N)C(N)=C(C#N)C#N	4.8%
-19.3%	-0.1%	CN(C)S(=O)(=O)c1cccc(NC(=O)c2cccc(S(=O)(=O)N3CCCCC3)c2)c1	-0.1%
10.7%	.	CCN1CCN(c2ccc(NC(=O)c3cc(OC)c(OC)c(OC)c3)cc2)CC1	-1.3%
14.8%	4.7%	O=C1c2ccccc2N2C(=O)c3ccccc3C2N1O (stereo not given)	0.5%

A second format for 12 compounds above:
Compound	FEN1 inh	TDP1 inh	N370S GC mod
Cc1ccc(C)c(NC(=O)CN(C)C(=O)/C=C/c2ccco2)c1	12.4%	5.0%	-3.2%
CC(/C=N/NC(=O)COc1ccccc1C)=N\NC(=O)COc1ccccc1C	-1.5%	-2.1%	1.3%
O=S(=O)(c1ccc(Cl)cc1)N1CCCC1c1nc(-c2cccc(Cl)c2)no1 (stereo not given)	-3.0%	-5.6%	5.1%
COC(=O)c1ccc(C(=O)NCCCCO)cc1	-1.6%	2.7%	3.9%
CCCCCCn1c(=O)c(C(=O)N/N=C/c2cccc(F)c2)c(O)c2ccccc21	-13.0%	4.9%	3.8%
O=C(Nc1ccc(N2CCN(c3ccc(F)cc3)CC2)c(C(=O)O)c1)c1ccccc1F	18.8%	-9.3%	.
CC(=O)Nc1nnc(SCc2ccc(F)cc2)s1	-1.1%	5.8%	9.8%
COc1ccc(CNC(=O)c2cc(SC)ccc2Cl)cc1OC	18.2%	-6.7%	-2.0%
CN(C)/C=C(\C#N)C(N)=C(C#N)C#N	-5.4%	1.2%	4.8%
CN(C)S(=O)(=O)c1cccc(NC(=O)c2cccc(S(=O)(=O)N3CCCCC3)c2)c1	-19.3%	-0.1%	-0.1%
CCN1CCN(c2ccc(NC(=O)c3cc(OC)c(OC)c(OC)c3)cc2)CC1	10.7%	.	-1.3%
O=C1c2ccccc2N2C(=O)c3ccccc3C2N1O (stereo not given)	14.8%	4.7%	0.5%

The list continues.
FEN1 inh	TDP1 inh	compound	N370S GC mod
-0.8%	.	CC(=O)O[C@H]1C[C@@]2(O)[C@@H](OC(=O)c3ccccc3)C3[C@@](C)([C@@H](O)C[C@H]4OC[C@@]34OC(C)=O)[C@@H](O)[C@H](OC(C)=O)C(=C1C)C2(C)C (stereo not given in full)	6.2%
1.6%	-9.7%	Cc1ccc2nc(SCC(=O)Nc3ccc(C)c(Cl)c3)nc(=O)n2c1	-12.4%
-9.5%	2.7%	COc1nc(-c2ccccc2)nnc1-c1ccccc1	-13.0%
.	2.5%	O=C(O)c1cccnc1SC1CC(=O)N(c2cccc3ccccc23)C1=O (stereo not given)	21.0%
6.1%	3.9%	COc1cc(C(O)P(=O)(OCC(C)C)c2ccc(N(C)C)cc2)cc(OC)c1OC (stereo not given)	8.5%
-19.5%	2.7%	O=C(Nc1ccc(F)cc1)N1CCN(C(=O)c2nsc3ccccc23)CC1	.
-4.7%	8.0%	Cc1ccc(/C=C2\SC(=S)N(CCCC(=O)Nc3ccccn3)C2=O)cc1	6.9%
2.3%	0.0%	CC(=O)c1sc(=S)n(-c2ccc(Cl)cc2)c1C	-2.7%
-6.2%	1.9%	CCOC(=O)Cc1csc(NC(=O)c2cc(-c3ccncc3)nc3ccccc23)n1	.
-9.6%	4.8%	COc1ccc(OCC(=O)Nc2ccc(Cl)cc2)cc1	17.2%
5.2%	5.9%	Cn1c(SCC(=O)c2cccs2)nnc1-c1ccco1	-1.4%
-4.2%	0.1%	CCN(CC(=O)Nc1ccc(C)c(S(=O)(=O)N2CCOCC2)c1)Cc1ccccc1	-10.5%
4.9%	4.7%	O=C(C1CCCN(S(=O)(=O)Cc2ccccc2)C1)N1CCC(Cc2ccccc2)CC1 (stereo not given)	.
-0.3%	.	COC(=O)c1cccc(NC(=O)c2cccc([N+](=O)[O-])c2)c1	-0.7%
1.0%	-6.1%	O=C(COC(=O)c1ccccc1)NC(=O)NC1CCCC1	1.9%
6.3%	2.9%	Cc1ccccc1Cn1c(=O)sc2ccccc2c1=O	?
-4.9%	4.6%	CCOc1ccc(CNC(=O)c2cc3c(=O)oc4ccc(C)cc4c3s2)cc1	.
.	4.5%	Cc1cccc(-n2c(SCc3cc(=O)n4c(C)cccc4n3)nc3[nH]ncc3c2=O)c1	2.1%
-10.3%	1.9%	COC(=O)CNC(c1ccccc1)c1cc(Cl)ccc1NC(=O)c1cccc(Cl)c1 (stereo not given)	-0.6%
-0.9%	1.0%	Cc1cc([N+](=O)[O-])cc2ncccc12	-3.2%
-7.2%	1.1%	CNC(=O)c1ccc2nc(-c3ccccc3)c(-c3ccccc3)nc2c1	.
-3.0%	2.8%	Cc1ccccc1C(=O)NNC1CC(=O)N(c2ccc3c(c2)OCCO3)C1=O (stereo not given)	-2.9%
-19.7%	-1.1%	C/C(=N/NC(=O)c1sc(NS(=O)(=O)c2ccccc2)nc1C)c1ccc(F)cc1	-0.8%
6.7%	0.0%	Cc1ccc(C(C)(C)C)c(OCCN2CCCC2)c1	4.4%
-5.5%	8.1%	O=C(COc1ccccc1Cl)Nc1ccccc1OCc1cc(=O)n2ccccc2n1	.
-6.9%	-2.1%	NC(=O)c1ccc(-c2noc(-c3ccccc3F)n2)cc1	.
2.4%	-7.8%	O=C(CNc1cccc(Cl)c1)c1ccc(Cl)cc1	6.8%
0.5%	3.0%	Cc1nc(-c2cccc(F)c2)sc1CCNC(=O)Cc1ccc(F)cc1	.
-3.4%	8.2%	Cc1ccc(S(=O)(=O)NC2(C(F)(F)F)NC(=O)N(C)C2=O)cc1 (stereo not given)	1.9%
1.2%	6.4%	Cc1nn(C)c(C)c1S(=O)(=O)N(CC(=O)NCCc1ccc(Cl)cc1)c1ccc(C(C)C)cc1	.

Source: PubChem (National Center for Advancing Translational Sciences (NCATS))
